# CHO-K1 Ca PAM – nonselective activator or artifact in parental CHO-K1 calcium assay; ATP EC20, Fluo-8 calcium fluorescence; 0% at ATP EC20, 100% at ATP max; activation, % at 3 µM; hit rate 0.02% among 360,000;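 active = activation above the run cutoff, the mean activation of all test compounds plus 3 SD, cut at about 40% in these data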;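 note: peak over basal fluorescence ratio in a 140 s read after ATP addition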
# CHRM1 agonist – agonists of human M1 muscarinic receptor. CHO-K1 hM1, Fluo-8 calcium fluorescence, agonist mode; 0% DMSO, 100% acetylcholine EC100. activation, % at 3 µM. hit rate 0.33% among 360,000. AID 588814;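 active = activation above the run's mean compound activation plus 3 SD, cut at about 16% in these data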;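 note: peak over basal fluorescence ratio within a 140 s kinetic read after compound addition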
# CHO-K1 Ca antag – M1 antagonist counterscreen hit in parental CHO-K1 cells; hit rate 0.6% among 360,000; ATP-induced calcium, Fluo-8 fluorescence; AID 602250; inhibition, % at 3 µM;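 active = inhibition above a per-plate cutoff, the plate's mean sample inhibition plus 3 SD, cut at about 24% in these data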;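 note: 0% = DMSO plus EC80 ATP and 100% = DMSO alone without ATP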
# TAAR1 ag – human TAAR1 agonism | CHO RD-HGA16 TAAR1, Fluo-8 calcium fluorescence; vehicle wells 0%, saturating PEA agonist 100% | activation, % at 3 µM | hit rate 0.99% among 360,000 | Q96RJ0 | AID 624467;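 active = activation above the mean activation of all test compounds in the run plus 3 SD, cut at about 38% in these data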
# Target sequence (Q96RJ0 whole entry, looked up): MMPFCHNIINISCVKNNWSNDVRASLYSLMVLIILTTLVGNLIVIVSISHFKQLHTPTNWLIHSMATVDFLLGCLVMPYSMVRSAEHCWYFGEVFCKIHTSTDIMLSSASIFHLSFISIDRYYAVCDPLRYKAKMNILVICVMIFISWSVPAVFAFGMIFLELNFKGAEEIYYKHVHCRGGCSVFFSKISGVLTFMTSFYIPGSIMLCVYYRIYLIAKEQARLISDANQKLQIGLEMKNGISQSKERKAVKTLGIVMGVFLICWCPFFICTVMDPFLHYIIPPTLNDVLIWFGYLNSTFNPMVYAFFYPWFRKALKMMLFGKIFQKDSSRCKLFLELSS
#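 Repeats: no replicates (n 1) | Material: CHO-derived RD-HGA16 cells with stable Gα16 and human TAAR1 | Technique: Kinetic Fluo-8 calcium fluorescence | Schedule: 17-24 h seeding, 75 min 37 °C dye, 30 min RT | Evaluation: % activation from peak over basal fluorescence ratio, DMSO-to-PEA scaled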
# CHO parental Ca – counter-screen: ATP calcium response change in parental CHO cells; parental CHO-K1, ATP-induced calcium, Fluo-8 fluorescence; inhibition, % at 5.6 µM; hit rate 0.63% among 330,000;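 active = inhibition above that plate's mean sample inhibition plus 3 SD, cut at about 26% in these data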;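 note: 0% = ATP-challenged DMSO wells and 100% = DMSO wells without ATP; some compounds past the cut are filed as inactive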
#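 Measured by: calcium-sensitive Fluo-8 fluorescence / Test system: CHO parental line / Controls: ATP-challenged DMSO wells low, unchallenged DMSO wells high / Measure: % inhibition / Compound: single nominal dose of 5.6 µM per compound / Replicates: single well per compound, no replicates / Reagent: ATP as calcium-mobilizing challenge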
# M1 antag – antagonists of human M1 muscarinic receptor | P11229 | inhibition, % at 3 µM | hit rate 1.3% among 360,000 | CHO-K1 hM1, Fluo-8 calcium fluorescence, ACh EC80 antagonist;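 active = percent inhibition above its own plate's cutoff, namely the mean of that plate's compound wells plus 3 SD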;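 note: peak over basal fluorescence ratio during 140 s after agonist addition; 0% = ACh EC80 plus DMSO and 100% = DMSO alone without agonist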
# CHO-K1 Ca ag – counter-screen for M1 agonists: effect in parental CHO-K1 cells | Fluo-8 calcium fluorescence; scaled to maximal ATP response, vehicle zero | activation, % at 3 µM | hit rate 0.48% among 360,000 | AID 602248; in the data active = activation above about 15%;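 note: untransfected CHO-K1 host cells lacking M1 receptor as counterscreen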
# TAAR1 antag – antagonists of human TAAR1; hit rate 1.5% among 360,000; CHO RD-HGA16 TAAR1, Fluo-8 calcium fluorescence, antagonist; Q96RJ0; AID 624466; inhibition, % at 3 µM;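 active = inhibition above a per-plate cutoff, the mean inhibition of test compounds on that plate plus 3 SD, cut at about 49% in these data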;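 note: 0% = DMSO plus EC80 beta-PEA response and 100% = DMSO alone without agonist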
#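 Test system – hTAAR1-expressing CHO RD-HGA16 cells, Gα16-coupled · Also added – β-PEA at EC80 concentration, post-compound challenge · Compound – 3 µM, single point · Incubation – dye loading 75 min at 37 °C, then 30 min room temperature · Measured by – Fluo-8 intracellular calcium dye fluorescence, real-time kinetic reads · Benchmarks – vehicle and agonist controls · Replicates – singlicate, one well per test compound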
# OXTR potentiator – human OXTR potentiation; AID 2445; P30559; activation, % at 3 µM; CHO-OTR cells, Fluo-8 calcium fluorescence, potentiator mode; 0% = oxytocin EC15, 100% = EC100; hit rate 0.061% among 320,000;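 active = activation above that plate's cutoff, the mean activation of tested compounds plus 3 SD, cut at about 6.6% in these data, passing the limit was not always enough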;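 note: 100% uses oxytocin at 75 nM as the full agonist control; some results filed as inactive read as strong as hits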
# Target sequence (P30559 whole entry, looked up): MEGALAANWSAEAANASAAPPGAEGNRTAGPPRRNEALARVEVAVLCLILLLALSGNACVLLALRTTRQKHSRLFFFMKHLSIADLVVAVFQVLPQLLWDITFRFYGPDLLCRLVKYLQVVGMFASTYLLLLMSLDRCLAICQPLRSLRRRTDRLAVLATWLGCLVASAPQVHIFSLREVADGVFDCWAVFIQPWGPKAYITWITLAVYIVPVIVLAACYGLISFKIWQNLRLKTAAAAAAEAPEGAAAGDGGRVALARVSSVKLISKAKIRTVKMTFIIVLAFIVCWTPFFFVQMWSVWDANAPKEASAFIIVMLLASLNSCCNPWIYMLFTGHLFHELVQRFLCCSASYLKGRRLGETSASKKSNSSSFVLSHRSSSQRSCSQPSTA
#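 System: human OTR in CHO cells / Also added: sub-maximal oxytocin, roughly EC15 / Control set: EC15 oxytocin low, 75 nM oxytocin high / Schedule: 6 min compound pre-incubation at room temperature, 100 s kinetic read / Compound: single-point 3.0 µM / Replication: singlicate / Technique: Fluo-8 calcium dye fluorescence / Read-out basis: % activation of max/min ratio relative to oxytocin controls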
# An asterisk follows results filed as active; / = no result given. No enrichment for hits; any-hit rate near 4.2%.
1	COc1ccc(NC(=O)Cn2c(=O)n(CCC(=O)NCC3CCCO3)c(=O)c3cc(OC)c(OC)cc32)cc1 (stereo not given)
2	Cc1noc(C)c1CSc1nnc2scc(-c3ccc(Cl)cc3)n12
3	CC(C)(C)NC(=O)C(c1c[nH]c2ccccc12)N(C(=O)Cn1nnc(-c2ccc(Cl)cc2)n1)c1ccccc1F (stereo not given)
4	COc1ccc(Br)cc1C1SCCN1S(C)(=O)=O (stereo not given)
5	O=C(Nc1cccc(C(F)(F)F)c1)c1ccc2sc([C@@H]3O[C@H](CO)[C@H](O)[C@H](O)[C@H]3O)nc2c1
6	Cc1cccc(COc2coc(CN3CCN(C(=O)c4ccco4)CC3)cc2=O)c1
Compound	1	2	3	4	5	6
CHO-K1 Ca PAM	-7	21	25	15	-1	11
CHRM1 agonist	-7	-8	-4	-3	-2	-5
CHO-K1 Ca antag	1	-13	-11	-14	-8	4
TAAR1 ag	6	1	1	4	2	0
CHO parental Ca	0	-15	-16	-14	/	3
M1 antag	9	-2	-3	-32	-8	-1
CHO-K1 Ca ag	-0.5	0.7	1.1	0.4	-0.3	0.9
TAAR1 antag	-14	11	-35	0	-25	-11
OXTR potentiator	-6	-2	-7	-8	/	5

# Full records, looked up by structure.
# `COc1ccc(Br)cc1C1SCCN1S(C)(=O)=O` (stereo not given) is listed as CHO-K1 Ca PAM: 15; CHRM1 agonist: -3; CHO-K1 Ca antag: -14; TAAR1 ag: 4; CHO parental Ca: -14; M1 antag: -32; CHO-K1 Ca ag: 0.4; TAAR1 antag: 0; OXTR potentiator: -8
# `Cc1noc(C)c1CSc1nnc2scc(-c3ccc(Cl)cc3)n12` is listed as CHO-K1 Ca PAM: 21; CHRM1 agonist: -8; CHO-K1 Ca antag: -13; TAAR1 ag: 1; CHO parental Ca: -15; M1 antag: -2; CHO-K1 Ca ag: 0.7; TAAR1 antag: 11; OXTR potentiator: -2

# Next entries follow.
7	O=C(CSc1ccc([N+](=O)[O-])cn1)Nc1ccc(N2CCOCC2)c(Cl)c1
8	COc1ccc(Cc2nn[nH]n2)cc1
9	COc1cc(OC)c(OC)cc1CN1CCCC(C(=O)c2ccc3c(c2)OCO3)C1 (stereo not given)
10	S=C1CC2CCCC(C2)N1 (stereo not given)
11	C[C@H](NC(=O)/C=C/[C@H]1O[C@@H](n2ccc(=O)[nH]c2=O)[C@H](O)[C@@H]1O)C(=O)O
12	O=C(O)CSc1nc2ccccc2n1C1CCCCC1
Compound	7	8	9	10	11	12
CHO-K1 Ca PAM	10	4	-2	8	3	16
CHRM1 agonist	-1	-3	-10	-4	-2	-2
CHO-K1 Ca antag	-4	1	3	-8	-10	-16
TAAR1 ag	8	7	5	0	1	3
CHO parental Ca	3	-4	-12	/	/	-5
M1 antag	0	-15	6	-19	-12	-8
CHO-K1 Ca ag	6.4	0.2	-0.3	0.5	0.7	-0.5
TAAR1 antag	13	-12	-2	-6	-5	-8
OXTR potentiator	-18	-12	0	/	/	4

13	COc1cccc(CNc2nc3cc(-c4csc5ccccc45)sc3c(=O)n2C)c1
14	CCc1cc(C(=O)Nc2cc(S(=O)(=O)N(CC)CC)ccc2N2CCOCC2)sc1C
15	Cc1ccc(C(=O)NCCCN2CCOCC2)cc1Cl
16	FC(F)(F)c1nnc(Nc2ccc(Cl)cc2)s1
17	COc1ccc(C2CC(c3cccs3)=NN2C(=O)CCCC(=O)O)cc1OC (stereo not given)
18	Cn1nc(-c2ccc(C(=O)NCC3CCCO3)cc2)c2ccccc2c1=O (stereo not given)
Compound	13	14	15	16	17	18
CHO-K1 Ca PAM	9	-6	13	0	9	18
CHRM1 agonist	0	-4	-8	3	-3	-2
CHO-K1 Ca antag	-5	4	-2	-2	-3	-9
TAAR1 ag	1	0	7	9	1	8
CHO parental Ca	/	-19	-2	17	/	-6
M1 antag	4	8	-15	6	-14	-32
CHO-K1 Ca ag	0.3	-0.5	1.9	11	0.6	1.0
TAAR1 antag	1	-22	-15	-11	-12	1
OXTR potentiator	/	-6	-13	-13	/	-8

19	COCCn1cnnc1SCC(=O)Nc1ccc(Br)cc1F
20	COc1cccc(/C=N/Nc2ncnc3scc(-c4ccccc4)c23)c1OC
21	COc1ccc(NC(=O)CSc2nc3sc(C)cc3c(=O)n2C)c(OC)c1
22	Cc1cc(C)cc(C(=O)NCC(=O)OCC(=O)N2CCCCC2)c1
23	CCCCN(CCCC)S(=O)(=O)c1ccc(N2CCCC2=O)c([N+](=O)[O-])c1
24	O=C(COc1ccc(Br)cc1Br)NN1C(=O)c2ccccc2C1=O
Compound	19	20	21	22	23	24
CHO-K1 Ca PAM	11	8	-5	10	15	15
CHRM1 agonist	0	-1	-7	-2	-3	-4
CHO-K1 Ca antag	6	-15	-9	-15	-3	-14
TAAR1 ag	1	8	-1	1	1	2
CHO parental Ca	-9	-25	-8	9	-19	-9
M1 antag	-3	-1	4	-2	0	-32
CHO-K1 Ca ag	-0.4	3.5	6.3	0.3	0.9	0.1
TAAR1 antag	-1	28	-5	-1	3	-23
OXTR potentiator	-1	1	-30	-12	-16	-10

25	CCN(CC)C(=O)Cn1cc(S(=O)(=O)CC(=O)NCCc2ccccc2)c2ccccc21
26	Cc1cccn2c(=O)c(C=Nc3ccccc3)c(NCc3ccco3)nc12
27	CC(COc1ccccc1)N1CCC(CO)(Cc2ccccc2)CC1 (stereo not given)
28	CCn1cnc2sc(C(=O)Oc3ccc(Br)cc3)c(C)c2c1=O
29	CCOC(=O)C1=CC[C@@H](c2ccccc2)N(S(=O)(=O)c2ccc(C)cc2)[C@H]1C
30	COc1cc(S(=O)(=O)N2CCN(C(=O)c3ccccc3F)CC2)c(OC)cc1NC(C)=O
Compound	25	26	27	28	29	30
CHO-K1 Ca PAM	-16	9	-18	21	10	6
CHRM1 agonist	-2	-6	-5	-9	-4	-3
CHO-K1 Ca antag	24	-20	18	-18	16	-1
TAAR1 ag	2	/	9	6	0	13
CHO parental Ca	-23	-31	6	-9	/	/
M1 antag	6	-24	34	-1	3	0
CHO-K1 Ca ag	0.9	1.0	5.3	1.4	0.8	-0.2
TAAR1 antag	0	/	-8	2	0	5
OXTR potentiator	-7	2	-19	-2	/	/

31	Cn1c(C(=O)N2CCCC(C(=O)NCCc3ccccc3)C2)cc2sccc21 (stereo not given)
32	CCOC(=O)C(C(=O)OCC)[C@@H]1CS(=O)(=O)C[C@H]1C(C(=O)OCC)C(=O)OCC
33	COc1ccccc1-c1ccc([C@@H]2C[C@H]3[C@H](CON3C)CN2C(=O)c2ccco2)cc1
34	O=C(CCC(=O)c1ccc(F)cc1)Nc1cccc(S(=O)(=O)Nc2cccc(Cl)c2)c1
35	COn1c(-c2ccccc2)nc2ncccc21
36	COc1ccc(NC(=O)c2cccs2)cc1OC
Compound	31	32	33	34	35	36
CHO-K1 Ca PAM	7	7	12	4	-10	15
CHRM1 agonist	-10	-1	-3	-9	-4	-5
CHO-K1 Ca antag	-22	-12	-4	-1	3	-12
TAAR1 ag	5	2	3	4	-2	0
CHO parental Ca	-33	-28	/	-12	2	-7
M1 antag	20	-33	-13	0	-10	-7
CHO-K1 Ca ag	4.5	-0.1	1.8	1.8	-0.2	0.4
TAAR1 antag	24	13	-1	30	7	12
OXTR potentiator	-8	-1	/	-10	-9	8

37	CC(=O)N1c2c(cc(Br)cc2S(=O)(=O)Nc2c(C)n(C)n(-c3ccccc3)c2=O)CC1C (stereo not given)
38	COc1cc(Cl)c(C)cc1NC(=O)CN(C)C1CCS(=O)(=O)C1 (stereo not given)
39	O=c1cc(-c2cc3ccccc3o2)c2cc(O)ccc2o1
40	O=C(CCCC(=O)OCC(=O)c1ccc(F)cc1)Nc1cc(C(F)(F)F)ccc1Cl
41	CCN(CC)S(=O)(=O)c1ccc(N2CCOCC2)c(NC(=O)c2c3c(nc4ccccc24)CCC3)c1
42	CCCc1cc(C(=O)NNC(=S)NC(C)c2ccccc2)cs1 (stereo not given)
Compound	37	38	39	40	41	42
CHO-K1 Ca PAM	1	-10	-1	5	-7	16
CHRM1 agonist	-5	1	-3	-6	1	-3
CHO-K1 Ca antag	-2	13	0	-1	9	-12
TAAR1 ag	17	12	/	22	13	6
CHO parental Ca	-5	-16	-2	-18	-34	-17
M1 antag	11	-11	0	5	17	0
CHO-K1 Ca ag	-0.4	0.6	3.2	1.8	4.4	1.5
TAAR1 antag	-14	-29	/	14	56*	-24
OXTR potentiator	9	-5	-6	-8	-4	1

43	O=C(NCCN1CCOCC1)c1csc2c1CCCC2
44	Cc1ccc(Cl)cc1N1CCN(S(=O)(=O)c2ccc3c(c2)oc(=O)n3C)CC1
45	CCOC(=O)c1c(C)nc(SC)c(C#N)c1-c1ccccc1
46	COc1ccc(C(=O)N(CC(=O)Nc2sc(C)c(C)c2C(N)=O)C2CCCC2)cc1
47	N=C(N)SCc1ccc(Cl)c2ccccc12
48	O=c1/c(=C\c2cccnc2)sc2nc3ccccc3n12
49	CCN(CC)S(=O)(=O)c1ccc2c(c1)oc(=O)n2CC(=O)N(C)C1CCCCC1
Compound	43	44	45	46	47	48	49
CHO-K1 Ca PAM	8	16	8	-3	-3	17	10
CHRM1 agonist	-4	-2	-6	2	1	2	-6
CHO-K1 Ca antag	-13	-13	-11	-3	-10	-47	-9
TAAR1 ag	-1	10	-2	0	27	/	0
CHO parental Ca	-11	-8	-32	-21	/	/	-5
M1 antag	-3	-1	-7	-10	9	-16	-16
CHO-K1 Ca ag	-0.1	0.0	-0.4	3.1	4.2	0.6	-0.1
TAAR1 antag	-16	-15	-18	-2	-29	/	-11
OXTR potentiator	-9	-5	-6	-11	/	/	-11

# Random excerpt: 3 entries already listed.
42	CCCc1cc(C(=O)NNC(=S)NC(C)c2ccccc2)cs1 (stereo not given)
39	O=c1cc(-c2cc3ccccc3o2)c2cc(O)ccc2o1
4	COc1ccc(Br)cc1C1SCCN1S(C)(=O)=O (stereo not given)
Compound	42	39	4
CHO-K1 Ca PAM	16	-1	15
CHRM1 agonist	-3	-3	-3
CHO-K1 Ca antag	-12	0	-14
TAAR1 ag	6	/	4
CHO parental Ca	-17	-2	-14
M1 antag	0	0	-32
CHO-K1 Ca ag	1.5	3.2	0.4
TAAR1 antag	-24	/	0
OXTR potentiator	1	-6	-8
